# HIF activator – HIF pathway transcriptional activation; U2OS HRE-luciferase reporter, luminescence; normalized: DMSO 0%, desferrioxamine 100%; activation, % at 7.5 µM (by protocol); hit rate 0.32% among 300,000;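 active means mean activation of at least 10% of the iron chelator positive control signal, with at least half of replicates also reaching 10%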
# HSF1 inh – HSF1 inhibition. NIH3T3-HGL HSE-luciferase, MG132-induced, luminescence 8 h; hits give low values. activity change, negative = inhibition, % at 7.5 µM (by protocol). hit rate 0.77% among 300,000. AID 2098;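 active means more than half of replicate wells show activity change below -50%, luminescence cut by over half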;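 further: luciferase reports HSF-1 transcriptional activity via heat shock element; 0% = median of DMSO wells and -100% = zero luminescence signal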
# HSF1 activator – increases HSF-1 driven luciferase reporter signal. activation, % at 9 µM. NIH3T3-HGL HSF-1 luciferase reporter, MG132, 8 h; 100% = twice DMSO control signal. hit rate 1.7% among 300,000;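 active means mean replicate activation of at least 50% with a set share of replicates each reaching 50%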;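 further: 0% = median of the neutral control wells and 100% = twice that signal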
# IEC-6 cytotox – kills IEC-6 intestinal cells in KLF5 counter-screen; hit rate 0.78% among 290,000; AID 1825; inhibition, % at 5 µM; IEC-6 cytotoxicity, luminescence viability; in the data active means inhibition above about 22%;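 further: 0% = plate median of test compound wells and 100% = cytotoxic reference compound wells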
# KLF5 inh – kruppel-like factor 5 inhibition. hit rate 0.23% among 290,000. inhibition, % at 5 µM. DLD-1 KLF5 promoter-luciferase reporter, luminescence;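 active means inhibition above a per-plate limit of that plate's mean compound inhibition plus 3 SD, cut at about 60% in these data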;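 further: 0% = DMSO wells and 100% = LY294002 at 200 µM; higher means less KLF5 promoter-driven luciferase light; inactives centre near -14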
# aSyn 5UTR inh – MLPCN primary screen, SNCA 5' untranslated region; alpha-synuclein 5'UTR reporter, inhibitor activity; inhibition, % (tested at 7.5 µM); hit rate 0.82% among 300,000; in the data active means inhibition above about 60%;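 further: H4 neuroglioblastoma cells stably carrying SNCA 5'UTR luciferase fusion; 0% = DMSO wells and 100% = positive control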
# Platelet DG rel – modulates dense granule release in human platelets; human platelet-rich plasma, SFLLRN dense granule ATP release, luminescence; inhibition, %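 (compounds screened at 7.5 µM in platelet-rich plasma)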; hit rate 0.22% among 300,000; AID 1663;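 active means mean replicate score, as percent of positive control, at or above 50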
# AI-2 QS modul – modulates the Vibrio harveyi AI-2 quorum sensing system; hit rate 0.4% among 300,000; Vibrio harveyi JMH597 AI-2 luminescence/OD600 ratio, 9 h; hits give low values; strain lacks LuxN and CqsS sensors; 0 = neutral-control median; activity change, % at 7.5 µM; in the data active means activity change below about -75%, passing the limit was not always enough;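 further: luminescence divided by OD600 gain over 9 h not by final OD600 alone; inactives centre near 13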
# SKKanGAS inh – inhibitors of SKKanGAS S. pyogenes growth in kanamycin (SK-promoter or general growth effect); BacTiter-Glo, 6 h; inhibition, % at 7.5 µM; hit rate 1.3% among 300,000; AID 1662;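 active means mean replicate score, as percent of positive control median, at least 50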;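 further: strain carries kanamycin resistance gene driven by streptokinase promoter and grows in 40 µg/ml kanamycin; loss of luminescence reflects streptokinase promoter inhibition or plain growth inhibition; 0% = median of DMSO wells and 100% = positive control at its reference dose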
# HSP90 inh – inhibitors of HSP90 luciferase refolding in rabbit reticulocyte lysate; luciferase refolding luminescence, 3 h; inhibition, % at 5.6 µM; AID 1789; hit rate 0.91% among 290,000;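 active means inhibition above the screen-wide mean plus 3 SD, computed separately per campaign, cut at about 16% in these data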;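 further: 0% = DMSO wells and 100% = 60 µM geldanamycin wells; inhibitors lower the luminescence because luciferase stays unfolded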
# * = called active by the depositor; nt = not tested or not shown. The order is random; about 6% have a hit in one of these screens.
# Results follow in this order: HIF activator	HSF1 inh	HSF1 activator	IEC-6 cytotox	KLF5 inh	aSyn 5UTR inh	Platelet DG rel	AI-2 QS modul	SKKanGAS inh	HSP90 inh
1	Cc1cc(C)c2nc(N(CCN(C)C)C(=O)c3ccc4ccccc4c3)sc2c1
    -0.4	-2.2	-7.7	5.4	-6.5	6.9	-2.8	3.5	-1.0	3.1
2	Cc1ccc(NC(=O)NC2(C(=O)NCc3ccccc3)CCCCC2)cc1
    -0.4	-3.7	-17.3	7.3	6.3	33.5	0.1	15.9	4.7	2.7
3	CC(C)(C)NC(=O)CN(C(=O)C(=O)Nc1ccc2c(c1)OCCO2)C1CCCC1
    -0.5	-4.1	4.9	-5.2	1.1	-21.3	-1.2	3.5	-4.0	-0.9
4	COc1cc(/C=C2/C(=O)NN(c3ccc(C)c(Cl)c3)C2=O)cc([N+](=O)[O-])c1O
    -0.5	-4.0	-2.0	-4.7	-88.5	2.4	3.5	25.0	0.1	0.8
5	O=C1CSC(c2ccccc2)N1c1ccccc1F (configuration not stated)
    -0.8	-5.6	-9.8	-3.1	-24.4	-13.5	3.3	29.3	-1.4	-3.5
6	CC(NS(C)(=O)=O)C(c1cccs1)N1CCN(c2ccccc2)CC1 (configuration not stated)
    -0.6	-4.1	1.8	2.3	-2.0	4.3	-8.1	17.3	-4.8	1.1
7	c1cc(C2CCN(Cc3nc(-c4ccc5c(c4)OCO5)no3)CC2)ccn1
    0.1	2.5	10.8	-3.6	-27.3	-13.9	4.6	-11.0	-3.1	-3.4
8	COc1cccc(CNC(=O)CCS(=O)(=O)Cc2ccc(C)cc2)c1
    -1.2	-3.8	-14.3	4.6	-5.3	6.1	3.0	-2.2	-6.8	-0.4
9	COc1cccc(-c2nc(OC(C)C)c3ccccc3n2)c1
    0.1	-0.2	5.5	7.1	-1.9	3.1	-1.1	21.3	30.9	-4.0
10	CCN(CC)C(=O)c1[nH]cnc1C(=O)N[C@@H](Cc1ccccc1)C(=O)OC(C)(C)C
    1.3	-5.8	-5.3	6.0	-27.5	-5.1	-5.1	6.3	-1.7	-5.7
11	O=C(O)CCCCCNC(=O)c1ccc(Br)cc1
    -1.6	-6.1	-14.9	2.2	-23.9	-32.6	8.7	3.6	-3.4	3.2
12	Cc1ccc(NC(=S)NNc2ncc(C(F)(F)F)cc2Cl)cc1
    -2.0	-1.4	5.7	9.3	4.4	23.0	0.5	4.3	4.5	1.4
13	CCCCCC(=O)N=Nc1c(O)[nH]c2ccc([N+](=O)[O-])cc12
    -12.9	2.4	19.5	-2.2	3.0	19.5	5.2	13.0	0.4	-5.0
14	NS(=O)(=O)c1ccc(CCNC(=O)COC(=O)CC(c2ccccc2)c2ccccc2)cc1
    -0.1	5.9	2.9	-0.9	-28.6	10.1	1.2	19.0	0.6	6.3
15	Cc1cccc(OCC(=O)N2CCC(c3ccccc3)C2)c1 (configuration not stated)
    1.6	21.5	40.2	0.1	-85.9	-158.3	-1.4	-2.7	10.1	-0.1
16	O=C(Nc1ccccc1)C1CCCCN1S(=O)(=O)c1ccccc1 (configuration not stated)
    0.0	0.6	-13.7	-4.1	4.7	16.0	-1.7	17.4	-2.2	0.0
17	COC(=O)c1ccc(NC(=O)c2cccnc2)cc1
    -0.9	0.2	0.6	-12.7	-19.8	-21.0	-0.3	0.7	-3.0	-3.4
18	COc1ccc(CNC(=O)C[C@H]2C(=O)N(Cc3ccc(OC)cc3)C[C@@H]2Cc2ccccc2)cc1
    -1.0	-0.6	-10.3	-4.2	13.3	9.4	4.6	9.1	-0.1	3.3
19	Cn1ccc(CC(=O)N2CCC(N3CCC(C(=O)N4CCCC4)CC3)CC2)c1
    0.5	6.0	5.9	-8.7	-0.2	-20.9	9.4	8.2	-4.3	-2.0
20	CCN(CC)C(=O)Cn1nc(-c2ccncc2)nc1SCC(=O)Nc1ccc(OC)cc1
    -0.6	24.2	58.1*	-2.3	-2.2	-4.5	-1.7	18.0	-0.6	-1.8
21	Cc1ccc(S(=O)(=O)N(CC(=O)Nc2ccccc2-c2ccccc2)c2ccc(C)cc2C)cc1
    -0.6	0.3	41.9	-1.2	-11.5	18.8	-5.7	-4.6	-2.0	3.3
22	COCCN(C)C(=O)CCc1nnc(Cc2ccc(-c3ccccc3)cc2)o1
    -0.1	0.3	-2.8	1.9	-8.3	5.8	13.4	15.8	-14.6	0.9
23	Cc1ccc(/C=C/C2=Cc3c(sc(NC(=O)CSc4n[nH]c(N)n4)c3C#N)C(C)(C)C2)o1
    -2.5	-4.4	15.1	-7.0	10.6	-9.3	-11.1	31.6	55.3*	5.7
24	COc1ccccc1CNS(=O)(=O)N(C)C
    0.2	2.1	-2.1	4.3	-36.0	10.8	-0.6	14.9	31.6	1.1
25	O=C(CN1C(=O)C2CC=CCC2C1=O)Nc1nnc(SCc2c(Cl)cccc2Cl)s1 (configuration not stated)
    -0.8	1.7	17.5	-6.7	22.9	12.7	-6.2	14.8	26.0	-1.2
26	COc1ccc(NC(=O)CCC(=O)Nc2cc(OC)c(NC(=O)c3cccs3)cc2OC)cc1
    -1.1	4.7	-3.9	-4.6	-17.1	-10.1	7.2	nt	1.6	-3.2
27	Cc1cc(N2CCOCC2)ccc1/C=C1/SC(=O)NC1=O
    2.2	6.9	6.3	5.1	-144.8	-66.6	6.7	45.5	9.9	-7.2
28	CC1CCN(C(=O)CCc2ccc(Oc3cc([N+](=O)[O-])cc([N+](=O)[O-])c3)cc2)CC1
    0.1	9.5	1.5	1.9	0.9	24.6	16.8	59.4	5.0	0.5
29	CCN(Cc1ccc(OC)c(F)c1)C(=O)CCl
    -4.8	-9.0	-14.6	-6.9	-2.2	-73.7	0.1	14.7	-2.7	-0.3
30	COc1ccc(C)cc1NC(=O)Nc1ccc(Br)cn1
    0.1	5.1	18.0	8.1	-0.5	1.1	0.1	18.8	-7.2	-1.0
31	CC1C(=O)C(C)C(c2cccc(Br)c2)NC1c1cccc(Br)c1 (configuration not stated)
    -1.8	5.9	2.3	-13.7	-4.3	12.7	2.0	23.2	59.5*	-0.2
32	c1ccc(CN2CCCC3(CCCN(Cc4nc(CC5CC5)no4)C3)C2)cc1 (configuration not stated)
    -0.2	5.2	15.1	-3.7	-5.1	-3.2	3.5	8.2	-2.8	5.8
33	CC(=O)Nc1ccc(OCCOc2ccc(NC(C)=O)cc2)cc1
    0.7	3.4	17.8	-0.7	-19.5	-2.5	1.0	23.6	0.7	-1.6
34	O=C(O)c1ccccc1Nc1ccccc1C(=O)O
    -0.1	-8.7	-21.0	5.6	-23.3	6.9	2.6	31.8	-2.0	1.6
35	Cc1ccc(Nc2cc(C)nc(N3CCOCC3)n2)cc1
    0.9	13.9	-7.1	10.0	-11.9	-32.4	-32.6	9.2	2.9	-2.7
36	O=C(O)c1cccc(S(=O)(=O)N(Cc2ccccc2)c2ccccc2Cl)c1
    -44.7	0.6	6.3	-1.3	-11.9	-12.9	-22.7	14.0	-3.9	1.9
37	O=C(OCC(=O)N1c2ccccc2Sc2ccccc21)c1cccnc1
    0.0	-5.8	-4.8	0.0	-10.5	-7.2	1.9	15.1	-8.0	5.5
38	CC1CCC2(CC1)OCC1(CCC3(COC4(CCC(C)CC4)OC3)C1=O)CO2 (configuration not stated)
    -0.4	3.4	9.4	2.6	-7.9	-3.0	3.9	15.9	-9.0	2.2
39	CC(C)C(=O)Nc1c(O)c2ccccc2[nH]c1=O
    -0.2	-3.4	-3.0	-1.4	1.2	6.2	7.8	11.3	0.0	0.2
40	O=C(Nc1ccc2c(c1)OCCO2)c1cnccn1
    0.2	2.2	17.9	-0.5	-126.6	-68.9	-0.9	6.7	0.0	1.0
41	O=C(Cn1c(NCCCO)nc2ccccc21)c1ccc([N+](=O)[O-])cc1
    1.3	10.6	22.9	-4.6	-55.0	6.8	4.6	24.8	5.0	-2.2
42	Cn1cnnc1Sc1ccc(/C=C(\CCC(=O)O)c2nc3ccccc3s2)cc1[N+](=O)[O-]
    -0.6	-3.1	3.0	8.4	11.5	-3.0	1.1	15.2	6.1	2.7
43	O=C(NC1CCCc2ccccc21)C1CCN(C(=O)c2sccc2-n2cccc2)CC1 (configuration not stated)
    -0.2	4.0	10.9	-2.2	-16.4	14.5	-5.2	27.7	1.3	-2.5
44	O=C(O)CCCCCNC(=O)c1ccccc1Br
    -0.1	-12.6	-21.4	-3.5	-26.0	-9.5	2.3	19.2	-0.3	-2.7
45	Cc1cc(NC(=O)CSc2nc3cc(Cl)ccc3o2)no1
    0.0	8.1	21.4	10.0	-42.4	-35.7	9.5	30.9	1.9	-0.7
46	CCOCCn1c(=O)c2c(nc3n2CC(C)CN3CCc2ccccc2)n(C)c1=O (configuration not stated)
    -0.9	-4.6	14.5	1.5	-5.5	0.7	-3.6	8.2	1.1	-6.8
47	CN1C(C(=O)NCc2ccco2)CC2Cn3c(nc4ccccc43)C21 (configuration not stated)
    -0.8	3.2	-8.6	nt	nt	7.8	1.2	-0.6	-7.0	nt
48	Cc1ccc(N=CC2=C(O)CC(c3ccccc3Cl)CC2=O)cc1 (configuration not stated)
    0.4	4.5	0.3	-8.1	-29.8	-3.2	-0.4	12.6	2.3	1.8
49	O=C(COc1ccc(F)cc1)Nc1c(C(=O)N2CCC(N3CCCCC3)CC2)oc2ccccc12
    -0.2	-4.4	-6.6	7.1	-12.5	10.1	-3.2	5.1	-2.1	3.2
50	COc1ccc(S(=O)(=O)Nc2ccc(C(N)=O)cc2)cc1C(=O)N1CCCCCC1
    0.3	4.6	5.6	-5.1	-0.1	6.0	1.3	12.0	-3.1	-3.2
51	Cc1ccccc1NC(=O)CSc1nnc2ccc(-c3ccncc3)nn12
    0.2	-5.0	-6.5	nt	nt	6.3	-2.9	0.9	-5.6	nt
52	CCc1ccc2ncc(C(=O)c3ccccc3)c(N3CCOCC3)c2c1
    0.0	-3.4	-14.9	-5.3	-2.1	10.5	1.8	1.4	-6.3	-2.1
53	CCOC(=O)N1CCC(NC(=O)c2cc(C(=O)Nc3ccc(S(=O)(=O)N4CCOCC4)cc3)ccc2CO)CC1
    -2.2	1.7	-9.5	1.7	10.3	0.2	11.4	1.8	-3.2	4.8
54	COC(CNC(=O)C1CCC(CNS(=O)(=O)c2c(C)cc(C)cc2C)CC1)OC (configuration not stated)
    0.1	-1.5	-15.7	-0.6	-13.9	-0.2	6.1	8.7	-2.7	-2.0
55	CCCOC(=O)C1=C(C)NC2=C(C(=O)C(C(=O)OC)C(C)C2)C1c1ccc(N(CC)CC)cc1 (configuration not stated)
    -1.5	14.9	33.8	9.0	-23.8	7.9	0.7	2.2	-2.5	-2.4
56	CC(C)(C)c1ccc(-c2cc(C(=O)NNC(=O)Nc3ccccc3)c3ccccc3n2)cc1
    3.3	-8.4	-7.1	1.4	-92.2	-124.0	6.4	47.2	56.3*	3.2
57	COc1cccc(C(=O)c2cc3cc(Cl)ccc3[nH]2)c1
    4.1	28.2	6.9	7.9	-77.2	-147.1	3.8	-28.0	0.3	4.6
58	CC(=O)C12OC1CC1C3CCC4=CC(=O)CCC4(C)C3CCC12C (configuration not stated)
    -0.4	2.0	0.8	3.3	-21.9	-9.6	-3.7	11.4	-3.5	-0.7
